# High-throughput results (PubChem)
# H1N1 NS1A inhibition – H1N1 influenza NS1A inhibitors, functional cell based assay (AID 504329); NS1A functional cell-based assay, percent inhibition; higher % means a stronger effect; inhibition, % at 12.5 µM; hits with a dose series show IC50 in µM; 0.3% of 340,000 active; in the data active = a potency from the dose series; inconclusive = inhibition above about 27% without an active follow-up result; note: strong numbers were not always called active
# inhibitors of VEEV – inhibitors of VEEV TC-83 cytopathic effect, confirmation, Vero cells (AID 588727); Vero cells, VEEV TC-83 cytopathic effect inhibition; higher % means a stronger effect; one-dose inhibition, % at 20 µM; IC50 in µM for titrated hits; 0.13% of 350,000 active; in the data active = a potency from the dose series; inconclusive = inhibition mostly from about 14% at the one dose, without a potency; inactive = the rest, 99 in 100 with inhibition below about 12%; note: strong numbers were not always called active
# Salmonella PhoP GFP – Inhibition of PhoP regulon, Salmonella typhi GFP reporter cells, confirmation, 4 h (AID 1850). inhibition, % at 50 µM; hits with a dose series show IC50 in µM. 0.33% of 310,000 active. Salmonella Typhi PhoP-promoter GFP reporter, fluorescence, 4 h; higher % means a stronger effect; in the data active = a potency from the dose series; inconclusive = inhibition mostly from about 25% at the one dose, without a potency; inactive = the rest, 99 in 100 with inhibition below about 19%;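 note: 0% = induced wells with vehicle and 100% = uninduced wells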
# tuberculosis growth – growth inhibition of non-replicating M. tuberculosis (AID 488890). inhibition, % at 25 µM, or IC50 in µM where a hit was titrated. Mycobacterium tuberculosis non-replicating, growth inhibition; higher % means a stronger effect. 0.39% of 320,000 active; in the data active = a potency from the dose series; inconclusive = inhibition mostly from about 82% at the one dose, without a potency; inactive = the rest, 99 in 100 with inhibition below about 76%;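 note: plate controls were DMSO cells for no effect and high antibiotic wells for full effect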
# H37Rv inhibition – M. tuberculosis growth inhibition, HTS (AID 449762); M. tuberculosis H37Rv growth inhibition, 7H9 media; higher % means a stronger effect; inhibition, % at 25 µM; hits with a dose series show IC50 in µM; 0.59% of 330,000 active; in the data active = a potency from the dose series; inconclusive = inhibition above about 70% without an active follow-up result;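 note: bacterial growth assessed after seven days of incubation; strong numbers were not always called active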
# inhibitors of VEEV 10K pilot screen – recorded beside inhibitors of VEEV, whose call it bears; inhibition, %; measured here: 10K pilot screen inhibition
# Numbers without * were called inactive; i = inactive; u = inconclusive; x = no result given.
SMILES,H1N1 NS1A inhibition,inhibitors of VEEV,Salmonella PhoP GFP,tuberculosis growth,H37Rv inhibition,others
CC(C)Cc1nnc(NC(=O)CCc2ccccc2)s1,-4%,0.3%,-3%,29%,-3%,
CCOC(=O)C1=C(C)N=c2s/c(=C\c3cc(OC)c(OC)c(OC)c3)c(=O)n2C1/C=C/c1ccccc1 (configuration not stated),6%,2.5%,-1%,-4%,2%,
O=C(C1CCC1)N1CCN(S(=O)(=O)c2cc(F)ccc2F)CC1,-13%,0.8%,x,x,x,
CC1(C)CC(=O)C=C(NC2CCCCCCC2)C1,5%,i,-4%,8%,1%,
COc1ccc(C(=O)N2CCCCCC2)cc1OC1CCN(C(C)C)CC1,-9%,1.4%,-11%,0%,-20%,
COc1ccc(CNC(=O)CN(C(=O)CCC(=O)Nc2nccs2)c2ccccc2C)cc1,7%,0.6%,11%,11%,8%,
COC(=O)Nc1nnc(-c2ccc(OC)cc2)s1,-3%,1.1%,1%,4%,7%,
COc1cc(C(O)CN)ccc1O (configuration not stated),0%,0.9%,7%,-6%,8%,
COc1ccc(Nc2oc(COc3ccc(OC)cc3)nc2C#N)cc1,-1%,1.9%,-11%,3%,-6%,
CCC(Sc1nnc(C)s1)C(=O)Nc1nccs1 (configuration not stated),-1%,0.5%,5%,-8%,-1%,
Cc1ncc([N+](=O)[O-])n1CC(=O)Nc1ccc(F)cc1F,-13%,i,-4%,x,6%,
COC(=O)C1CCN(C(=O)C(C)Oc2ccc(Cl)cc2Cl)CC1 (configuration not stated),1%,i,6%,3%,-6%,
CCCn1ccc(O)c(Cc2ccc(Cl)cc2)c1=O,-1%,2.4%,0%,8%,-4%,
COc1ccccc1CC1/C(=N/O)C2CCN1CC2 (configuration not stated),3%,0.5%,-10%,8%,3%,
Cc1ccnc(NC(=O)CCC(=O)N(CC(=O)NC(C)(C)C)c2ccc3c(c2)OCCO3)c1,5%,12%,-3%,0%,-3%,
Cc1cc(-c2c(C)n([O-])c(C)c(C)[n+]2=O)ccc1F,-4%,2.2%,-3%,-7%,-5%,
O=C(Nc1ccccc1Cl)c1ccccc1Oc1ccc(C(F)(F)F)cc1[N+](=O)[O-],13%,7.2%,-5%,41%,16%,
Cc1cc(C)c(C)c(S(=O)(=O)N2CCN(CC(=O)Nc3ccc([N+](=O)[O-])cc3)CC2)c1C,-1%,0.2%,6%,1%,-9%,
Cc1ccc(NC(=O)CS(=O)CC(=O)Nc2cccc(C)c2C)cc1F (configuration not stated),12%,1.0%,-4%,-4%,-10%,inhibitors of VEEV 10K pilot screen=1.6
Cc1ccc(C)c(NC(=O)c2nc(-c3ccccc3)n(-c3ccccc3)n2)c1,10%,7.9%,-7%,6%,23%,
Cc1c(-n2c(SCC(=O)NC(C)C(C)C)nc3ccccc3c2=O)c(=O)n(-c2ccccc2)n1C (configuration not stated),-51%,1.1%,1%,-8%,-2%,
CCn1c(CSc2nc3ccccc3s2)n[nH]c1=S,-4%,0.4%,-8%,5%,-5%,
CCOc1ccc(OCCC(=O)OCC(=O)NCc2ccc(Cl)cc2)cc1,0%,i,8%,29%,-6%,
O=C(Nc1ccc(NC(=O)N2CCN(c3ccccc3O)CC2)cc1)N1CCN(c2ccccc2O)CC1,-6%,2.8%,0%,-5%,9%,
Cc1cc(C)n(-c2ccc(C(=O)OCC(=O)NCc3ccc(F)cc3)cc2)n1,19%,0.9%,-6%,41%,-3%,
O=S(=O)(c1cccc(-c2nc3ccccc3s2)c1)N1CCCC1,0%,i,8%,32%,-2%,
Fc1cccc(Cl)c1/C=N/n1c(-c2cccnc2)n[nH]c1=S,0%,3.7%,-2%,-37%,-11%,
C[C@@H]1CN([C@@H](C)CO)C(=O)c2cc(NS(=O)(=O)c3ccc(Cl)cc3)ccc2O[C@H]1CN(C)Cc1ccncc1,-8%,1.4%,x,20%,-5%,inhibitors of VEEV 10K pilot screen=0.2
COc1ccc(CNC(=O)c2ccc(N3CCC4(CC3)CC(c3ccc(Cl)cc3)=NO4)c(NC(=O)c3ccccc3)c2)cc1,1%,0.5%,3%,-2%,-4%,
Cc1noc(C)c1COc1ccc(C(=O)NCCc2ccc(S(N)(=O)=O)cc2)cc1,8%,1.2%,-5%,-6%,-3%,
COc1cccc2c1OC[C@@H](CO)[C@H]2N(C)C(=O)Nc1ccc(Cl)cc1,4%,4.2%,1%,8%,-2%,inhibitors of VEEV 10K pilot screen=1.7
COCc1c(C(=O)OCC(=O)NCCc2ccc(S(N)(=O)=O)cc2)oc2ccccc12,-12%,0.7%,x,1%,5%,
COc1ccc(C2CCCN2C(=O)c2cccs2)cc1 (configuration not stated),-5%,0.2%,7%,1%,5%,
Fc1ccc2c(c1)C1OCCCC1C(c1ccccc1)N2 (configuration not stated),5%,1.3%,1%,-12%,8%,
CCOc1ccc(CCNC(=O)CCC(=O)N2CCOc3ccccc32)cc1OCC,2%,0.5%,-6%,10%,-3%,inhibitors of VEEV 10K pilot screen=0.1
O=C1CSC(c2ccccc2Br)N1c1ccc(Cl)cn1 (configuration not stated),2%,3.0%,-6%,48%,-1%,
CCC(C(=O)Nc1ccncc1)c1ccccc1 (configuration not stated),3%,0.0%,-8%,8%,1%,
O=C(C1CCC1)N1CCc2cc(S(=O)(=O)NC3CCCc4ccccc43)ccc21 (configuration not stated),-13%,i,9%,4%,1%,
Nc1nc(Nc2ccccc2F)nc(N2CCCC2)c1[N+](=O)[O-],25%,1.1%,7%,15%,-3%,
COC(=O)C1=C(c2cccc(OCc3ccccc3)c2)C[C@@H]2CC[C@H]1N2C(=O)NCCCc1ccccc1,3%,i,x,11%,-5%,inhibitors of VEEV 10K pilot screen=0.0

# The list goes on; it opens with the 6 that closed the last part.
SMILES,H1N1 NS1A inhibition,inhibitors of VEEV,Salmonella PhoP GFP,tuberculosis growth,H37Rv inhibition,others
CCOc1ccc(CCNC(=O)CCC(=O)N2CCOc3ccccc32)cc1OCC,2%,0.5%,-6%,10%,-3%,inhibitors of VEEV 10K pilot screen=0.1
O=C1CSC(c2ccccc2Br)N1c1ccc(Cl)cn1 (configuration not stated),2%,3.0%,-6%,48%,-1%,
CCC(C(=O)Nc1ccncc1)c1ccccc1 (configuration not stated),3%,0.0%,-8%,8%,1%,
O=C(C1CCC1)N1CCc2cc(S(=O)(=O)NC3CCCc4ccccc43)ccc21 (configuration not stated),-13%,i,9%,4%,1%,
Nc1nc(Nc2ccccc2F)nc(N2CCCC2)c1[N+](=O)[O-],25%,1.1%,7%,15%,-3%,
COC(=O)C1=C(c2cccc(OCc3ccccc3)c2)C[C@@H]2CC[C@H]1N2C(=O)NCCCc1ccccc1,3%,i,x,11%,-5%,inhibitors of VEEV 10K pilot screen=0.0
CCOc1ccc(OCC(=O)OCC(=O)N2CCN(S(=O)(=O)c3ccc(C)cc3C)CC2)cc1,-8%,1.4%,x,x,x,
COc1ccc(CCNc2nc(C)cc(=O)[nH]2)cc1OC,1%,4.4%,0%,-3%,0%,
O=C(NCc1ccccn1)C1CCC(=O)N(Cc2ccc(Cl)cc2)C1 (configuration not stated),2%,0.8%,-12%,5%,-9%,
CC(C)c1nnc(NC(=O)c2nc(S(=O)(=O)Cc3ccccc3)ncc2Cl)s1,-6%,u,0%,50%,8%,
O=C(CC(c1cccs1)S(=O)(=O)c1ccccc1)c1ccc(F)cc1 (configuration not stated),1%,0.4%,-8%,u,4%,
CSC1=N/C(=C\c2ccc(Br)o2)C(=O)S1,7%,2.0%,-3%,i,2%,
CS(=O)(=O)N1CCc2cc(C(=O)Nc3ccc(Br)cc3)ccc21,-21%,0.2%,-5%,-6%,-5%,
CCn1cc2nc(SCC(=O)Nc3ccc(F)cc3F)n(Cc3ccccc3)c(=O)c2n1,0%,9.8%,0%,26%,-4%,
Cc1ccc(NC(=O)CSc2nc3[nH]ncc3c(=O)[nH]2)c(C)c1,5%,i,-1%,1%,-1%,
Cc1cc(NCCCN(C)C)n2c(nc3ccccc32)c1C#N,15%,7.2%,-8%,9%,-8%,
O=C(COc1ccc(-c2ccccc2)cc1)N/N=C/c1cccnc1,0%,0.7%,-2%,u,15%,
CCOc1ccc(OCC(=O)Nc2nccs2)cc1,6%,0.3%,0%,7.7µM*,u,
COC(CCN(C)C)(c1ccccc1)c1ccccc1,-4%,0.5%,-5%,1%,8%,
Cc1cc(CNC(=O)CC2C(=O)NCCN2Cc2ccc(-c3ccccc3)cc2)nn1C (configuration not stated),1%,1.4%,2%,75%,6%,
Cc1ccc[n+](-c2nc([O-])sc2/C=N/Nc2ccc([N+](=O)[O-])cc2)c1,7%,3.0%,10%,1%,-9%,
COc1ccccc1OCCNC(=O)CN1C(=O)NC2(CCCCC2)C1=O,-7%,1.7%,x,0%,9%,
O=C(Nc1nc(-c2ccc(F)cc2)cs1)C1CCCO1 (configuration not stated),-6%,0.5%,0%,30%,21%,
Cn1ccsc1=NC(=O)c1ccccc1OC(F)F,-11%,2.9%,0%,-2%,-4%,
COc1ccc(C2=NOC(C(=O)Nc3cc(Br)ccc3O)C2)cc1OC (configuration not stated),9%,0.9%,2%,-1%,-4%,
CN1CCN(C(=O)c2ccc(CS(=O)(=O)c3c(Cl)cccc3Cl)o2)CC1,7%,0.5%,4%,6%,3%,

# 3 compounds out of the list, sorted by heavy-atom count, smallest number first:
SMILES,H1N1 NS1A inhibition,inhibitors of VEEV,Salmonella PhoP GFP,tuberculosis growth,H37Rv inhibition,others
CCOc1ccc(OCC(=O)Nc2nccs2)cc1,6%,0.3%,0%,7.7µM*,u,
COc1ccc(C2=NOC(C(=O)Nc3cc(Br)ccc3O)C2)cc1OC (configuration not stated),9%,0.9%,2%,-1%,-4%,
COc1ccccc1OCCNC(=O)CN1C(=O)NC2(CCCCC2)C1=O,-7%,1.7%,x,0%,9%,

# The list continues.
SMILES,H1N1 NS1A inhibition,inhibitors of VEEV,Salmonella PhoP GFP,tuberculosis growth,H37Rv inhibition,others
Cn1c(SCC(=O)NCc2ccccc2)nc2ccccc21,-7%,2.3%,4%,-10%,-9%,
Cn1cc(C2CC(c3ccccc3)=NN2C(=O)c2ccccc2)c2ccccc21 (configuration not stated),1%,i,-4%,7%,-6%,
Cn1c(CNC(=O)Nc2ccccc2Cl)nnc1SCc1ccccc1,6%,2.2%,0%,3%,-2%,
COc1cc(O)c(C(CCN2CCOCC2)c2ccc3c(c2)OCO3)c(OC)c1 (configuration not stated),12%,1.0%,3%,-1%,-6%,
Cc1ccc2nc3c(cc2c1)CC1(C(=O)N(C)C(=O)N(C)C1=O)C1CCCCN31 (configuration not stated),3%,1.9%,-3%,17%,10%,
CCC1=Nc2cc(C(=O)NCC3CCCO3)ccc2Sc2ccc(Br)cc21 (configuration not stated),-1%,u,11%,25%,13%,
CCCCN1CCCCC1C(=O)Nc1c(C)cccc1C (configuration not stated),-2%,i,9%,4%,-4%,
C=CCN1c2ccccc2[C@]23C[C@@H](C(=O)OC)N(C(=O)NC4CCCC4)C2=NC(C(=O)OC)=C(C(=O)OC)[C@H]13,-3%,2.9%,-3%,15%,-3%,
CC1(C)[C@H](C(=O)O)N2C(=O)C[C@H]2S1(=O)=O,-9%,0.8%,-7%,-17%,-17%,
Cn1c(OCc2cccnc2)nc2c1c(=O)n(Cc1ccccc1)c(=O)n2C,2%,6.4%,-3%,56%,-13%,
CC(Sc1nc2c(c(=O)[nH]1)CCCC2)C(=O)Nc1ccccc1C#N (configuration not stated),-1%,2.4%,3%,0%,-3%,
CSc1cccc(CN2CCCC(CO)(Cc3cccc(Cl)c3)C2)c1 (configuration not stated),3%,0.2%,-9%,52%,9%,
CC(C)(C)OC(=O)N[C@@H](Cc1ccccc1)C(=O)N1CCC(C(=O)N[C@@H](Cc2c[nH]c3ccccc23)C(=O)O)CC1,4%,0.3%,-9%,-15%,10%,
COc1ccc(NC(C)=[N+](C)CCNS(=O)(=O)c2ccc(Cl)cc2)cc1Cl,-7%,8.1%,1%,u,u,
CCCCN(CCCC)S(=O)(=O)c1ccc(SCC(=O)OCC)c([N+](=O)[O-])c1,2%,1.0%,0%,11%,-4%,
COc1ccc(N(CC(=O)N2CCN(c3ccc(F)cc3)CC2)S(=O)(=O)c2c(C)n[nH]c2C)cc1,-8%,5.5%,-6%,1%,-1%,
Cc1noc(NS(=O)(=O)c2ccc(N3CC(O)=C(c4ccccc4)C3=N)cc2)c1C,7%,1.0%,1%,10%,-3%,
Cc1ccc(-c2cc(C(=O)N3CCN(C(=O)c4ccco4)CC3)[nH]n2)c(C)c1,5%,3.4%,-10%,4%,2%,
Cc1ccc(C(c2c(C)n(C)n(-c3ccccc3)c2=O)c2c(C)n(C)n(-c3ccccc3)c2=O)s1,10%,i,6%,26%,6%,
O=C(Nc1sc2c(c1C(=O)O)CCC2)c1cccc(Cl)c1,-6%,2.2%,4%,44%,1%,
